Assay outcomes from PubChem BioAssay.
GPR35 arrestin U2OS: GPR35 antagonists blocking zaprinast-driven arrestin recruitment, primary screen, imaging, U2OS, beta-arrestin-GFP, zaprinast agonist (AID 2058). G-protein coupled receptor 35 (Homo sapiens). inhibition, % at 10 µM; hits with a dose series show IC50 in µM. U2OS GPR35 beta-arrestin-GFP translocation imaging, zaprinast antagonism; higher % means a stronger effect. actives 0.052% (n = 290,000);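 active means inhibition of at least 50% with at least 30 cells and total cytoplasm GFP at most 10,000,000; inconclusive means under 30 cells or total GFP of 10,000,000 plus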
GPR55 beta-arrestin: GPR55 agonists via beta-arrestin recruitment, primary screen, imaging, U2OS cells, beta-arrestin-GFP redistribution (AID 1961). actives 0.048% (n = 290,000). U2OS GPR55 beta-arrestin-GFP redistribution imaging; higher % means a stronger effect. one-dose activation, % at 10 µM; EC50 in µM for titrated hits. G-protein coupled receptor 55 (Homo sapiens);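 active means activation above 40% with more than 50 cells counted in the well; inconclusive means wells holding fewer than 50 cells, flagged as toxic or sparse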;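 further: U2OS osteosarcoma cells stably expressing GPR55 and beta-arrestin-GFP; plate controls were DMSO negative control for no effect and LPI positive control for full effect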
T cell modulator: modulators of CD8 T cell-vesicle binding, primary screen, mouse 2C CD8+ T cells, flow cytometry | 2C CD8+ T cell-vesicle binding; active compounds read low | calls only at 7 µM | actives 0.068% (n = 330,000);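 active means response, share of CD8 T cells binding vesicles, and their 90th percentile fluorescence all below set limits, cut at about 80% in these data, passing the limit was not always enough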
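Assay system – 2C mouse CD8+ T cells · Also added – QL9-loaded Drosophila micro-vesicles · Timing – Cell–vesicle co-incubation 1.5 h at 37 °C, staining 20 min on ice · Signal – flow cytometry of vesicle-bound cells · Measure – percent CD8+ FL2 mean versus row control · Controls – Peptide-free naked vesicles (low) and QL9 vesicles with 0.7% DMSO vehicle (high)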
NTR1 ag: agonists of NTR1, primary screen, imaging, U2OS cells, beta-arrestin-GFP, high content (AID 493036) | actives 0.17% (n = 330,000) | Neurotensin receptor type 1 (Homo sapiens), P30989 | activation, % at 20 µM | NTR1-U2OS beta-arrestin-GFP spot imaging, agonist mode;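 active means activation at or above 40% of the spot to cytoplasm intensity ratio, with at least 20 cells analyzed; inconclusive means wells under 20 cells, flagged as cytotoxic or low count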;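 further: 0% = DMSO without peptide and 100% = 100 nM NTR1 peptide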
Target sequence (P30989 whole entry, looked up): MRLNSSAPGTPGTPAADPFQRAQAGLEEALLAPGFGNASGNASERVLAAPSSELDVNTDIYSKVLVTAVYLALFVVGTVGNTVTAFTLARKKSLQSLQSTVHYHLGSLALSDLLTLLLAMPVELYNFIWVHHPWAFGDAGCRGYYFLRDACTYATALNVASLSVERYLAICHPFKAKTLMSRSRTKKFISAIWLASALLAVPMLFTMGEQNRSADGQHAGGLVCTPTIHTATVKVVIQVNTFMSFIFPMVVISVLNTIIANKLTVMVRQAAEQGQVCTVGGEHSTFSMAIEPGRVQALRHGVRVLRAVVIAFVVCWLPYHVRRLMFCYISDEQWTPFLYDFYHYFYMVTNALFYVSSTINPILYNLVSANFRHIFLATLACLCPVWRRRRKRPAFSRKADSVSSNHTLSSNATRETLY
Hep lipid drop: inhibitors of hepatocyte lipid droplet formation, primary screen, imaging, high-throughput imaging, BODIPY stain | AML12 mouse hepatocytes, oleate lipid droplets | inhibition, % at 6.5 µM | actives 0.4% (n = 240,000) | AID 1656, 2009;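 active means lipid droplet intensity inhibited by at least 50%, with more than 500 cells counted; inconclusive means wells with under 300 cells, treated as cytotoxic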
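Assay system: AML12 mouse liver cells | Compound: 6.5 µM single-point dosing | Schedule: Overnight exposure | Technique: Fluorescence imaging, 20x objective, two fields per well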
MgcRacGAP inhibition: MgcRacGAP GTPase-activating activity inhibitors, confirmation, biochemical, ADP Hunter fluorescence | Rac GTPase-activating protein 1 (Homo sapiens) | MgcRacGAP-stimulated Rac1 GTP hydrolysis, ADP Hunter fluorescence; higher % means a stronger effect; GST-tagged Rac1 F28L mutant substrate | one-dose inhibition, % at 30 µM; IC50 in µM for titrated hits | actives 0.6% (n = 340,000) | AID 624330, 2012;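 active means first-screen hits whose inhibition reached a set limit at any dose in the follow-up dose series; inconclusive means inhibition above the set first-screen limit but never retested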;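 further: fluorescence reports GDP produced by GAP-driven GTP hydrolysis; strong numbers were not always called active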
LYP phosphatase: inhibitors of LYP phosphatase, biochemical, fluorescence intensity, uHTS (AID 1779). recombinant LYP phosphatase, fluorescence intensity; higher % means a stronger effect. Tyrosine-protein phosphatase non-receptor type 22 (Homo sapiens). actives 0.054% (n = 290,000). inhibition, % at 11.5 µM, or IC50 in µM where a hit was titrated; in the data active means inhibition above about 50%;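 further: plate controls were vehicle with enzyme for no effect and no enzyme for full effect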
GPR55 LPI antagonism: GPR55 antagonists blocking LPI-driven arrestin recruitment, primary screen, imaging, U2OS, beta-arrestin-GFP, LPI agonist (AID 2013). G-protein coupled receptor 55 (Homo sapiens). actives 0.13% (n = 290,000). U2OS GPR55 beta-arrestin-GFP translocation imaging, LPI antagonism; higher % means a stronger effect. inhibition, % at 10 µM, or IC50 in µM where a hit was titrated;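 active means spots per cell inhibited over 60%, with over 100 cells counted and total cytoplasm intensity under 500,000; inconclusive means wells with under 100 cells, flagged as likely toxic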;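 further: U2OS cells stably carrying GPR55 and arrestin-GFP stimulated by 5 µM LPI near EC80; imaged beta-arrestin-GFP aggregate spots per cell after agonist stimulation; plate controls were LPI-stimulated DMSO wells for no effect and DMSO wells without LPI for full effect; some results filed as inactive read as strong as hits; confirmed hits need IC50 under 10 µM and bright autofluorescent wells are also inconclusive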
SV40 large T antigen: SV40 large T antigen inhibitors, biochemical (AID 1903); SV40 large T antigen ATPase/helicase inhibition assay; higher % means a stronger effect; one-dose inhibition, % at 20 µM; IC50 in µM for titrated hits; actives 0.39% (n = 310,000); in the data active means a potency from the dose series; inconclusive means inhibition mostly from about 32% at the one dose, without a potency; inactive means the rest, 99 in 100 with inhibition below about 32%; further: strong numbers were not always called active
Hep lipid drop cells 6.5 µM: further read-out of Hep lipid drop, marked with its call; cell count; measured here: cell count, cytotoxicity flag;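 cells counted across two imaged fields per well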
T cell modulator vesicle-bound %: also measured in T cell modulator; calls as there; double positive events, %; measured here: CD8+ vesicle-bound cell fraction;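 binding gate set so that unloaded-vesicle control wells show 10% double positive cells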
NTR1 ag cell count 20 µM: recorded beside NTR1 ag, whose call it bears; cell count; measured here: cell count, cytotoxicity flag
Active calls of the source: *; i = inactive; ? = inconclusive; / = no result given.

SMILES	GPR35 arrestin U2OS	GPR55 beta-arrestin	T cell modulator	T cell modulator vesicle-bound %	NTR1 ag	NTR1 ag cell count 20 µM	Hep lipid drop	Hep lipid drop cells 6.5 µM	MgcRacGAP inhibition	LYP phosphatase	GPR55 LPI antagonism	SV40 large T antigen
COc1ccc(C(=O)NC(C)c2cc(OC)c(OC)cc2Br)cc1 (centres undefined)	2%	-0.1%	i	31	-0.4	84	/	/	10%	-2%	0%	-4%
COc1cccc(NS(=O)(=O)c2ccc3c(c2)CCCN3C(C)=O)c1	2%	0.2%	i	22	1.7	61	10	789	4%	-5%	18%	20%
CCc1ccc(NC(=S)N2CCC(NC(=O)c3ccccc3)CC2)cc1	-4%	0.0%	i	39	-1.4	50	-4	750	8%	1%	6%	14%
O=C(CSc1ccccc1Cl)NC1CCCc2ccccc21 (centres undefined)	-9%	-0.1%	i	8	3.2	72	-6	684	3%	4%	-1%	13%
COc1ccc(-n2nc(C(=O)NCCCN3CCOCC3)c3ccccc3c2=O)c(OC)c1	8%	-0.1%	i	15	1.4	45	2	710	-2%	-8%	1%	6%
CCc1nnc(NC(=O)C2CCCO2)s1 (centres undefined)	14%	0.1%	i	41	-0.8	41	0	586	-10%	-4%	-3%	-13%
CC(=O)c1c(C)n(C)c2ccc(O)cc12	3%	-0.1%	i	40	-0.5	47	-13	747	7%	-4%	4%	13%
CC(=O)NC(CC(=O)Nc1cccc(S(=O)(=O)N2CCCCC2)c1)c1ccccc1 (centres undefined)	-1%	-0.1%	i	34	0.6	44	10	746	9%	-5%	-6%	4%
COc1cccc(-c2cc(C(F)(F)F)c3c(N)c(C#N)sc3n2)c1	-4%	-0.1%	i	51	6.4	61	/	/	/	-5%	15%	5%
CCN(CC)CCNC(=O)C1(O)c2cc(Br)ccc2NC(=O)N1c1cccc(OC)c1 (centres undefined)	-6%	0.2%	i	40	-0.3	76	3	419	/	-4%	4%	9%
NN1C(=O)NC(c2ccccc2)(c2ccccc2)C1=O	-14%	0.1%	i	12	-0.3	41	0	803	1%	-9%	2%	26%
COc1ccc(C2C3=C(CCCC3=O)Nc3nc(SCc4ccc(C(=O)O)cc4)nn32)cc1OC (centres undefined)	15%	0.2%	i	43	-0.9	93	/	/	-1%	-6%	-3%	-3%
CCC(=O)Nc1cccc(NC(=S)NC(=O)c2cc3ccccc3o2)c1	5%	-0.3%	i	52	-0.9	44	24	740	9%	-5%	23%	3%
O=C(Nc1nnc(-c2ccco2)s1)c1ccccc1	4%	-0.3%	i	14	0.3	50	/	/	7%	2%	2%	18%
CCc1ccc2c(c1)C(C)=CC(C)(C)N2	5%	-0.1%	i	19	-0.8	28	-14	789	12%	-4%	7%	19%
C/C(=N\NC(=O)c1cc2ccccc2cc1O)c1cccs1	0%	1.2%	i	20	2.3	84	-17	833	10%	-4%	2%	6%
O=C1NC(=Nc2ccccc2)c2ccc([N+](=O)[O-])cc21	/	-0.3%	i	27	-0.9	50	1	659	5%	-4%	14%	13%
C/C(=N\NC(=O)c1ccncc1)c1ccc(N(C)C)cc1	12%	0.8%	i	55	1.5	49	10	710	6%	-2%	6%	10%
CCOc1ccc(NC2OC(C)C(O)C(O)C2O)c([N+](=O)[O-])c1 (centres undefined)	-13%	-0.5%	i	68	2.5	49	-29	636	9%	-8%	3%	3%
CCOC(=O)c1c(NC(=O)CSc2nnc(-c3cccnc3)o2)sc2c1CCC2	-10%	1.4%	i	54	-0.1	77	-1	775	4%	-1%	20%	11%
Nc1c2c(nn1-c1ccccc1)CCC2	8%	-0.1%	i	24	0.5	41	-9	815	7%	-7%	8%	10%
O=C(NCCN1CCN(c2ccccc2)CC1)C1(S(=O)(=O)c2ccc(Cl)cc2)CC1	-3%	0.2%	i	24	-3.8	47	-29	484	0%	-2%	13%	0%
O=C1CN(C(=O)COC(=O)CNS(=O)(=O)/C=C/c2ccccc2)c2ccccc2N1	-2%	-0.1%	i	30	-0.5	46	-4	676	4%	-3%	-9%	-2%
CCn1c(SCC(=O)Nc2cccc(C(C)=O)c2)nnc1C(C)C	0%	-0.1%	i	39	-5.6	90	/	/	3%	1%	4%	76%
Cc1c(Br)c(=O)oc2c(C)c(O)ccc12	2%	-0.1%	i	41	-0.4	43	6	730	2%	-3%	-8%	?
COc1cccc(NC(=S)Nc2cc(C)cc(C)n2)c1	8%	-0.1%	i	15	1.7	59	-2	820	11%	-3%	3%	16%
Cc1cc(-c2nc(C)c(-c3nnc(SCC(=O)Nc4cc(Cl)cc(Cl)c4)n3C)s2)no1	3%	0.2%	i	14	7.2	41	-14	754	5%	-17%	0%	7%
c1cnc2c(Oc3ncnc4sccc34)cccc2c1	2%	-0.4%	i	2	0.8	43	-2	639	5%	-11%	-1%	1%
CCOC(=O)C1(CCCc2ccccc2)CCN(C(=O)c2ocnc2C)CC1	2%	0.1%	i	46	-0.9	39	-2	724	11%	-6%	-4%	3%
COCCN(Cc1ccccc1)C(=S)Nc1ccc(OC(F)F)cc1	19%	0.6%	i	62	-1.2	80	-12	648	10%	-2%	13%	2%
CCOc1ccc(NC(=O)c2cc3ccccc3cc2O)cc1	-6%	0.0%	i	57	5.5	66	-1	779	8%	-4%	12%	0%
COc1ccc(NC(=O)NCc2ccccc2F)cc1OC	-1%	-0.1%	i	27	-0.3	30	6	638	4%	-10%	-3%	1%
O=C(/C=C/c1cccs1)N1CCOCC1	8%	-0.2%	i	30	-0.2	40	-2	702	-1%	-4%	4%	10%
Cc1cccc(OCC(=O)Nc2ccncc2)c1	/	/	i	41	-0.1	47	/	/	7%	/	/	11%
O=C(CSc1nc2ccccc2[nH]1)N1c2ccccc2Sc2ccccc21	-10%	1.0%	i	50	-0.8	51	7	650	-2%	-5%	2%	29%
O=C(C1CCN(S(=O)(=O)c2cccs2)CC1)N1CCCCC1	-2%	0.3%	i	53	0.0	57	-2	691	-4%	-7%	5%	14%
COc1cc(/C=C(\C#N)c2nc3ccccc3[nH]2)ccc1O	-6%	0.6%	i	57	0.5	54	7	840	16µM*	-2%	-39%	23%
Cc1cccc(C)c1NC(=O)COC(=O)C1CC(=O)N(Cc2ccccc2)C1 (centres undefined)	17%	0.1%	i	24	0.0	63	3	693	-2%	-6%	3%	11%
Cc1ccccc1OCC(O)CNC1CCCC1 (centres undefined)	-7%	-0.2%	i	22	-0.8	61	2	834	7%	-13%	-5%	0%
CCOC(=O)C1C(=O)NC(N2CCCCC2)=NC1C(C)C (centres undefined)	2%	0.0%	i	8	-1.5	72	-1	696	-5%	-8%	11%	4%
Cc1ccccc1NC(=O)C(C)O/N=C/c1cccc([N+](=O)[O-])c1 (centres undefined)	16%	-0.2%	i	46	-0.5	37	-5	779	5%	-9%	-3%	10%
COc1ccc(C2CC(c3c(O)cc(C)oc3=O)=NCCS2)c(OC)c1 (centres undefined)	-9%	0.8%	i	30	-0.5	56	/	/	9%	7%	-24%	11%
O=c1c([N+](=O)[O-])c(N2CCCCC2)c2ccccc2n1-c1ccccc1	5%	-0.1%	i	32	0.1	42	10	807	8%	-11%	12%	16%
COc1ccc(-c2csc(-n3ncc(-c4ccccn4)c3N)n2)cc1	0%	0.7%	i	39	3.3	66	/	/	9%	-4%	-3%	9%
CC(Cc1ccccc1)C(=O)NCc1nc2ccccc2s1 (centres undefined)	13%	-0.1%	i	23	-6.4	51	-2	729	-1%	-8%	-3%	10%
Cc1ccnc(SCc2cc(=O)c(OC(=O)c3ccc(S(=O)(=O)N4CCCC4)cc3)co2)n1	1%	0.2%	i	52	2.4	61	-23	623	9%	0%	-6%	49%
O=S(=O)(NCCN1CCOCC1)c1ccc(Cl)c(Cl)c1	2%	0.0%	i	27	-0.9	94	1	814	5%	-6%	8%	7%
COc1cc(CN2CCN(Cc3c[nH]c4ccccc34)CC2CCO)cc(OC)c1 (centres undefined)	7%	-0.3%	i	56	0.2	47	0	809	11%	-6%	12%	7%
C=CCSc1nc2sc3c(c2c(=O)[nH]1)CC(C)(CC)OC3 (centres undefined)	-2%	-0.1%	i	22	3.2	85	0	719	-7%	-4%	-11%	6%
CCC(C(=O)Nc1ccsc1C(=O)OC)c1ccccc1 (centres undefined)	17%	-0.1%	i	20	2.0	51	-1	661	0%	-7%	-17%	5%
S=c1[nH]c(-c2ccccc2)cn1/N=C/c1cccc2ccccc12	-9%	1.2%	i	22	3.3	41	-9	680	-5%	12%	-2%	24%
O=C(c1ccccc1)N1CCN(CC#CC2(O)CCCCC2)CC1	-4%	0.3%	i	30	0.5	56	/	/	8%	-6%	2%	3%
CCN(CC)CCNc1cc(C)nc2c1C(=O)C(=O)C=C2N1CCCCC1	5%	-0.2%	i	24	-1.7	50	27	396	9%	-4%	-18%	20%

Structures shown so far with a cyano group:
SMILES	GPR35 arrestin U2OS	GPR55 beta-arrestin	T cell modulator	T cell modulator vesicle-bound %	NTR1 ag	NTR1 ag cell count 20 µM	Hep lipid drop	Hep lipid drop cells 6.5 µM	MgcRacGAP inhibition	LYP phosphatase	GPR55 LPI antagonism	SV40 large T antigen
COc1cccc(-c2cc(C(F)(F)F)c3c(N)c(C#N)sc3n2)c1	-4%	-0.1%	i	51	6.4	61	/	/	/	-5%	15%	5%
COc1cc(/C=C(\C#N)c2nc3ccccc3[nH]2)ccc1O	-6%	0.6%	i	57	0.5	54	7	840	16µM*	-2%	-39%	23%
